From PubChem BioAssay
MT1-MMP act inh: blockers of MT1-MMP proenzyme processing, primary screen, HT1080 RFP-PRO-GFP cells, GFP/RFP fluorescence; Matrix metalloproteinase-14 (Homo sapiens), P50281; GFP/RFP ratio fluorescence, overnight; percent of plate control window, DMSO zero; 360,000 tested, 0.061% active; GFP/RFP ratio change, % at 20 µM;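 active means GFP/RFP ratio change of at least 30% with cell ATP level not reduced by more than half and red fluorescence within 50% of control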; further: strong numbers were not always called active
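Material – HT1080 RFP-PRO-GFP cells · Control set – DMSO wells and RFP-L50D-GFP cells · Incubation – overnight cell settling, then overnight compound exposure, 37 °C, 5% CO2 · Compound dosing – single-point 20 µM compound, 1% DMSO · Read-out – GFP/RFP fluorescence ratio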
FAS TE block: FAS thioesterase domain inhibitors, primary screen, biochemical, fluorescence intensity, uHTS. Fatty acid synthase (Homo sapiens), P49327. recombinant FAS-TE, OMFH fluorogenic substrate, fluorescence endpoint. inhibition, % at 15 µM. 360,000 tested, 0.67% active. AID 602261, 2012;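 active means compounds whose normalised, plate-corrected inhibition of enzyme fluorescence in the single-dose primary screen is 50% or more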;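 further: 0% = DMSO with enzyme and 100% = substrate without enzyme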
NRP1-CendR mod: modulators of CendR peptide binding to NRP-1, primary screen, biochemical, fluorescence polarization, uHTS; AID 602438, 2012; 360,000 tested, 0.85% active; inhibition, % at 25 µM; Neuropilin-1 (Homo sapiens), O14786; FAM-RPARPAR peptide binding to NRP-1;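 active means inhibition or corrected inhibition above about 18%, plus a signal ratio from 0.5 to 1.5, limit read from the data, passing the limit was not always enough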; further: strong numbers were not always called active
E coli Lon inh: inhibitors of E. coli Lon protease, primary screen, biochemical, fluorescence polarization. P0A9M0. purified E. coli Lon protease. inhibition, % at 7.94 µM. 360,000 tested, 0.42% active. AID 602123, 2011; in the data active means inhibition above about 13%, passing the limit was not always enough;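 further: 0% = enzyme with probe and DMSO and 100% = no enzyme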
Target sequence (P0A9M0 whole entry, looked up): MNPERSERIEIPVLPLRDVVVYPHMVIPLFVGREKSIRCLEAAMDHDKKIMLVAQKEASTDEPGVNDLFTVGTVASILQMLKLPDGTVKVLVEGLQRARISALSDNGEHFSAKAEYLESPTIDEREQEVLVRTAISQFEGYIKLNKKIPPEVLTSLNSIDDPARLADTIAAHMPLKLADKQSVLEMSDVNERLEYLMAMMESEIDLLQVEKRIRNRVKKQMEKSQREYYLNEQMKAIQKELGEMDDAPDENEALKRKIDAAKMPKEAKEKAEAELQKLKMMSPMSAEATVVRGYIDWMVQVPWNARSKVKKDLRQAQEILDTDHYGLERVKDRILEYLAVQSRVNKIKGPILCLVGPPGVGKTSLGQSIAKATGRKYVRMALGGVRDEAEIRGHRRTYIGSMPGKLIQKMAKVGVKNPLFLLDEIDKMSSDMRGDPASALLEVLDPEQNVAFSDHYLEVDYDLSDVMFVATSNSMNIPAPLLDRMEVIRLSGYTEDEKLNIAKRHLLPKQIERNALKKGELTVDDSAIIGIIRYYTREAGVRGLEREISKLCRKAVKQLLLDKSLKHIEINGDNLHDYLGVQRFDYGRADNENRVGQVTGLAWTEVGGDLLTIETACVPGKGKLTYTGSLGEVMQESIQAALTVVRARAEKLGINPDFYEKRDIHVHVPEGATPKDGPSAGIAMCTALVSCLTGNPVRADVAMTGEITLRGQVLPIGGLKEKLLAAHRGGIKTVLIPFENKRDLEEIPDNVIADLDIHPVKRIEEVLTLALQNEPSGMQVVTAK
SKN-1 inh: suppressors of acrylamide-induced Pgst-4::GFP reporter in worms, primary screen, SKN-1 inhibitor project, whole organism, uHTS, GFP/RFP fluorescence ratio, strain VP596; C. elegans VP596 Pgst-4::GFP/RFP ratio, 24 h; inhibition, % at 21.8 µM; 360,000 tested, 0.49% active; AID 624304, 2012;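 active means interference check ratio from 0.5 to 1.5 plus GFP to RFP signal ratio inhibition reaching or exceeding a fixed threshold, cut at about 30% in these data, passing the limit was not always enough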; further: some compounds called inactive have numbers as strong as hits
Rin1-Abl PPI inh: inhibitors of Rin1-Abl protein binding, primary screen, biochemical, TR-FRET; Tyrosine-protein kinase ABL1 (Homo sapiens) + Ras and Rab interactor 1 (Homo sapiens), …; 360,000 tested, 0.4% active; inhibition, % at 7.35 µM; in the data active means inhibition above about 5%, passing the limit was not always enough
MsrA inh: bovine MsrA enzyme inhibitors, primary screen, biochemical, absorbance, HTS. Methionine sulfoxide reductase A (Bos taurus). purified bovine MsrA, absorbance read-out. inhibition, % at 15.5 µM. 360,000 tested, 0.75% active. AID 651718, 2012; in the data active means inhibition above about 4.5%;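 further: 0% = vehicle wells with enzyme and 100% = reference inhibitor wells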
bovine MsrA act: bovine MsrA enzyme activators, primary screen, biochemical, absorbance, HTS; purified bovine MsrA, absorbance read-out; activation, % at 10.6 µM; 360,000 tested, 0.3% active; in the data active means activation above about 7.5%;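 further: 0% = vehicle and 100% = reference activator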
Neddylation inh: inhibitors of cullin neddylation, primary screen, biochemical, TR-FRET, uHTS, NAE and Ubc12 | 360,000 tested, 0.58% active | calls only at 25 µM; in the data active means inhibition above about 36%
The depositor's hits bear a star; i = inactive; x = no result given; & = joins results of further samples.

1	O=C(Cn1cnc([N+](=O)[O-])c1)NCCc1ccccc1
2	COc1ccc([C@H]2CC(=O)C=C(c3ccccc3)C2)cc1
3	Cc1c(Cl)cccc1NC(=S)NN1CCOCC1
4	CCc1nc(N2CCN(C(=O)c3ccccc3)CC2)c(C#N)c2c1COC(C)(C)C2
5	CCc1ccc(OCCCC(=O)Nc2ccc(S(N)(=O)=O)cc2)cc1
6	Cc1cc(C)nc(NC(=O)CSc2ccccn2)n1

assay / entry,1,2,3,4,5,6
MT1-MMP act inh,7,7,1,-1,-3,0
FAS TE block,2,19,-8,-40,-2,-8
NRP1-CendR mod,12,-8,-10,3,1,9
E coli Lon inh,-4,-12,-4,-9,14,-8
SKN-1 inh,8,-18,8,-14,-5,-12
Rin1-Abl PPI inh,1,-1,1,-1,-3,2
MsrA inh,1.4,x,0.6,0.8,0.3,1.1
bovine MsrA act,-10,2,-3,-9,-1,-3
Neddylation inh,i,i,i,x,i,i

Looked up one by one from the list above, 4 records:
4	CCc1nc(N2CCN(C(=O)c3ccccc3)CC2)c(C#N)c2c1COC(C)(C)C2
2	COc1ccc([C@H]2CC(=O)C=C(c3ccccc3)C2)cc1
1	O=C(Cn1cnc([N+](=O)[O-])c1)NCCc1ccccc1
6	Cc1cc(C)nc(NC(=O)CSc2ccccn2)n1

assay / entry,4,2,1,6
MT1-MMP act inh,-1,7,7,0
FAS TE block,-40,19,2,-8
NRP1-CendR mod,3,-8,12,9
E coli Lon inh,-9,-12,-4,-8
SKN-1 inh,-14,-18,8,-12
Rin1-Abl PPI inh,-1,-1,1,2
MsrA inh,0.8,x,1.4,1.1
bovine MsrA act,-9,2,-10,-3
Neddylation inh,x,i,i,i

(cont.)
7	CCOC(=O)C1CCN(c2cc3c(cc2NC(=O)c2cc(OC)ccc2Br)n(C)c(=O)n3C)CC1
8	C/C(=N\NC(=O)c1cccnc1)c1cc(C)oc1C
9	CC1=C(C#N)c2nc(N)c(C#N)c(C)c2/C1=C\c1ccc(OCC(=O)O)c(Cl)c1
10	CC1(C)ON=C(c2ccc(C(F)(F)F)cc2)NC1=O
11	O=S(=O)(Cc1ccc(Cl)cc1)Nc1ccc(Cl)cn1
12	OCC1(CCOc2ccccc2)CCN(Cc2ccncc2)CC1

assay / entry,7,8,9,10,11,12
MT1-MMP act inh,6,7,10,-1,-2,-3
FAS TE block,20,-7,14,-4,-2,-8
NRP1-CendR mod,6,6,-81,7,0,-8
E coli Lon inh,0,-5,0,2,-1,-1
SKN-1 inh,1,-4,21,-2,0,-6
Rin1-Abl PPI inh,2,-1,2,-1,0,12*
MsrA inh,0.9,0.0,1.7,0.7,0.6,-0.1
bovine MsrA act,-1,-9,-6,-2,-1,-2
Neddylation inh,x,i,i,i,i,i

13	O=C(Nc1cccnc1N1CCOCC1)c1cc2ccccc2oc1=O
14	Cc1cc(CNC(=O)C(C)Cc2ccccc2)nn1C (centres undefined)
15	O=C(COC(=O)c1ccc(Br)o1)c1ccc(S(=O)(=O)N2CCCCC2)cc1
16	O=C(c1ccc2c(c1)OCO2)N(CC1CCCO1)C1(C(=O)NC2CCCC2)CCCCC1 (centres undefined)
17	CC(C)(C)NC(=O)NC(=O)COC(=O)C1c2ccccc2Oc2ccccc21
18	COc1ccc(NC(=O)C(C)N2c3cccc4cccc(c34)S2(=O)=O)cc1OC (centres undefined)

assay / entry,13,14,15,16,17,18
MT1-MMP act inh,1,-1,0,-2,5,2
FAS TE block,-12,-15,16,-6,9,10
NRP1-CendR mod,-5,-8,6,5,2,0
E coli Lon inh,-4,-2,-1,-9,7,3
SKN-1 inh,-16,2,-4,12,0,-5
Rin1-Abl PPI inh,-1,0,2,-3,-1,-1
MsrA inh,-1.0,-0.3,-0.9,-0.7,-0.5,-0.7
bovine MsrA act,-13,-3,-8,-2,-9,0
Neddylation inh,i,i,i,i,i,i

19	Cc1ccc(-c2cc(C(=O)N3CCN(C(=O)c4ccco4)CC3)[nH]n2)cc1C
20	CC1CCCC(CC(N)=O)CC1 (centres undefined)
21	O=C(NC(Cc1ccccc1)C(=O)O)c1ccc(S(=O)(=O)N2CCCC2)cc1 (centres undefined)
22	COc1ccc(S(=O)(=O)N2CCc3ccccc32)cc1C(=O)N1CCN(C=O)CC1
23	O=C(NCc1ccccc1)Nc1nnc([C@@H]2C[C@H](O)[C@@H](CO)O2)s1
24	Cc1ccc(C(O)c2ncc(-c3ccc(Cl)cc3)[nH]2)c(C)c1 (centres undefined)

assay / entry,19,20,21,22,23,24
MT1-MMP act inh,0,5,2,-4,0,2
FAS TE block,1,-2,-4,-3,-10,2
NRP1-CendR mod,16,14,-7,-7,5,3
E coli Lon inh,10,5,4,8,-2,-1
SKN-1 inh,-2,-4,2,9,-12,6
Rin1-Abl PPI inh,4,4,-1,1,0,-2
MsrA inh,-1.1,-0.8,-1.3,1.9,2.2,0.1
bovine MsrA act,1,-2,2,-5,-2,-1
Neddylation inh,i,i,i,i,i,i

25	Cc1ccc(NC(=O)c2ccn(C(=O)Nc3ccccc3)n2)c(C)c1
26	C/C(Cn1nc([N+](=O)[O-])cc1C)=N\NC(=O)COc1ccc(Cl)cc1Cl
27	Cc1ccc(S(=O)(=O)NC(CC(C)C)C(=O)Nc2ccncc2)cc1 (centres undefined)
28	COCCNC(=O)c1cc2sc3ccccc3c2s1
29	O=C(c1cccc(C(=O)N2CCc3ccccc32)n1)N1CCc2ccccc21
30	O=C(Cn1nc(Cc2cccnc2)c2ccccc2c1=O)Nc1cc(F)ccc1F

assay / entry,25,26,27,28,29,30
MT1-MMP act inh,-2,2,1,-2,1,-2
FAS TE block,-6,5,-4,-2,8,-5
NRP1-CendR mod,-8,5,-7,-2,-8,-4
E coli Lon inh,-2,-14,-9,8,-1,-6
SKN-1 inh,8,0,-1,26,-2,-10
Rin1-Abl PPI inh,-3,2,1,-2,1,-2
MsrA inh,0.8,-0.6,0.6,0.5,-0.5,-0.5
bovine MsrA act,0,1,-2,-3,3,0
Neddylation inh,i,i,i,i,i,i

31	COc1cccc(-c2csc3nc[nH]c(=O)c23)c1
32	CCOC(=O)C1CCCCN1Cc1cn(C)nc1-c1ccccc1F (centres undefined)
33	O=C(CCl)Nc1sccc1C(=O)c1ccccc1
34	Cc1ccc(C)c(OCc2cc(C(=O)N3CCc4sccc4C3)no2)c1
35	Cc1nn(CC(=O)Nc2ccc(N3CCOCC3)cc2)c(C)c1[N+](=O)[O-]
36	O=C(C1CCN(S(=O)(=O)c2ccccc2)CC1)N(CCc1ccccc1)Cc1ccco1

assay / entry,31,32,33,34,35,36
MT1-MMP act inh,-7,-1,-2,-2,1,-9
FAS TE block,-6,-5,16,31,-6,14
NRP1-CendR mod,4,4,1,-17,14,11
E coli Lon inh,0,-1,4,-3,2,8
SKN-1 inh,14,2,-7,7,5,4
Rin1-Abl PPI inh,1,-2,1,3,2,0
MsrA inh,-0.7,1.6,2.0,0.5,1.1,-1.2
bovine MsrA act,1,-7,-6,-6,-3,1
Neddylation inh,i,i,i,i,i,i

37	O=C(C(Sc1ccccc1)c1ccccc1)N1CCN(c2ccccc2)CC1 (centres undefined)
38	C/C(=N\Nc1nc2ccccc2[nH]1)c1ccc2c(c1)OCCO2
39	COc1ccc(CNCCS(=O)(=O)NCc2ccccc2)cc1
40	CCN(CC)S(=O)(=O)c1ccc(C(=O)NCc2n[nH]c(=S)n2-c2ccccc2OC)cc1
41	C[C@H](CCC(=O)NCC(=O)O)[C@H]1CC[C@H]2[C@@H]3[C@H](O)C[C@@H]4C[C@H](O)CC[C@]4(C)[C@H]3C[C@H](O)[C@]12C
42	Cc1ccc(-n2c(-c3ccccc3)c[n+]3c2CCc2ccccc2-3)c(C)c1

assay / entry,37,38,39,40,41,42
MT1-MMP act inh,-1,13,3,-2,-2&-2&-2,-23
FAS TE block,30,-50,-9,-4,-6&-3&-2,-2
NRP1-CendR mod,23,-17,-91,11,4&4&-10,-2
E coli Lon inh,10,1,-5,-1,-7&2&-5,-6
SKN-1 inh,8,-6,5,8,-17&20&1,6
Rin1-Abl PPI inh,5,-2,-1,7,-5&-3&1,3
MsrA inh,0.6,0.0,0.3,-0.4,-0.9&-1.0&-0.1,-0.8
bovine MsrA act,-8,0,-2,4,-5&1&-1,-4
Neddylation inh,i,i,i,i,i,i

43	O=C(NNC(=O)c1n[nH]c2ccccc12)c1ccccc1
44	Cn1cccc1C(=O)NNC(=O)COc1ccc(Br)cc1
45	Nc1ccc(C(=O)N(CCO)CCO)cc1
46	C=CCN(CC=C)c1ncnc2[nH]ncc12
47	S=C(NC1CCCC1)N1CCN(C/C=C/c2ccccc2)CC1
48	CSCCC(NC(=O)c1ccc(Cl)cc1Cl)C(=O)NNC(=O)c1csc(N2CCOCC2)n1 (centres undefined)

assay / entry,43,44,45,46,47,48
MT1-MMP act inh,-4,3,-56,-13,8,2
FAS TE block,-7,-7,-7,-8,-1,10
NRP1-CendR mod,1,0,2,10,-10,8
E coli Lon inh,-2,2,-10,-16,7,1
SKN-1 inh,23,22,-4,25,-7,-7
Rin1-Abl PPI inh,4,3,4,0,-3,0
MsrA inh,2.3,-1.9,-1.0,0.2,0.7,-1.1
bovine MsrA act,-4,-2,-2,-2,-3,-1
Neddylation inh,i,i,i,i,i,i

49	O=C(OCCN1C(=O)c2cccc3c(N4CCOCC4)ccc(c23)C1=O)c1ccccc1Cl
50	Cc1ccccc1C(=O)N1CCN(c2ccc([N+](=O)[O-])c(NCc3cccnc3)c2)CC1
51	COc1ccc2c(c1)C=CC1(O2)N(CCO)c2ccccc2C1(C)C (centres undefined)
52	Cc1ccccc1OCC(O)CN1CCC(C)CC1 (centres undefined)
53	Cc1ccccc1NC(=O)C(Cc1ccccc1)n1cccc1 (centres undefined)
54	CCOC(=O)N1CCN(Cc2nc3c(c(=O)[nH]c(=O)n3C)n2Cc2cc(C)ccc2C)CC1

assay / entry,49,50,51,52,53,54
MT1-MMP act inh,-212,-2,52*,3,1,-8
FAS TE block,-81,-4,-5,-14,1,-2
NRP1-CendR mod,75,-11,-13,2,-4,-1
E coli Lon inh,-192,-2,16,2,-2,-2
SKN-1 inh,-6,4,30,-3,-16,6
Rin1-Abl PPI inh,-4,-9,-3,0,-3,1
MsrA inh,0.0,0.1,x,0.6,0.6,x
bovine MsrA act,-1,-5,-2,-3,-2,-1
Neddylation inh,i,i,i,i,i,i

55	C[C@@H]1CCC[C@]2(O[C@@H](CCO)C[C@H](O)[C@H]2O)O1
56	COc1ccc(CNC(=O)Cn2ccc(NC(=O)OCc3ccccc3)nc2=O)cc1
57	NS(=O)(=O)c1ccc(NCc2cc(Cl)ccc2OCc2ccc(F)cc2)cc1
58	O=C(CSc1nc2ccccc2c(=O)n1-c1ccc(Cl)cc1)N/N=C/C=C/c1ccccc1[N+](=O)[O-]
59	Cc1ccc(/C=N/NC(=O)CNC(=O)c2ccc(S(=O)(=O)N3CCCC3)cc2)o1
60	CCN1C(=O)CC(N2CCN(c3ccc(Cl)cc3)CC2)C1=O (centres undefined)

assay / entry,55,56,57,58,59,60
MT1-MMP act inh,0,0,-1,4,0,3
FAS TE block,-12,-16,22,80*,-2,-2
NRP1-CendR mod,6,38*,-12,0,-1,-8
E coli Lon inh,-6,10,4,-13,6,-14
SKN-1 inh,18,13,27,2,14,2
Rin1-Abl PPI inh,0,8,1,-3,-2,-1
MsrA inh,-1.4,-0.9,-1.5,0.1,1.0,0.7
bovine MsrA act,-1,-3,-2,8.1*,-5,-5
Neddylation inh,i,i,i,i,i,i
